S3 lipid droplet: qHTS Assay for Lipid Storage Modulators in Drosophila S3 Cells. Drosophila S3 cells, BODIPY lipid droplet fluorescence, 18-24 h; cells fed with added oleic acid. lipid storage change, negative = inhibition, % at the top dose, mostly 46.1 µM; hits show Potency in µM. actives 0.64% (n = 320,000); active = well fitted inhibition curve with a large enough effect in the signal ratio, with a control signal flat, not every such curve was filed as active; inconclusive = small, poorly fitted or top-dose-only effect, or effect the other way, or a change in a side signal; the % refers to the signal ratio
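Drosophila S3 cells loaded with oleic acid (400 uM, as added) and compounds at several concentrations; lipid droplets imaged by 488-nm laser-scanning cytometry, 500–530 nm intensity and object ratio to cell channel. Percent activity normalized to 20 uM Triacsin C.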
S3 lipid droplet cell count max: second read-out of S3 lipid droplet, no call of its own (marks repeat the call); cell number change, %; measured here: cell count max response;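 cells counted by Cell Tracker Red CMTPX staining in the red channel; peak over a dose series mostly up to 46.1 µM; percent activity relative to internal control wells on each plate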
* marks the source's active call; other numbers are inactive results; i = inactive; ? = inconclusive; · = no result given. % is scaled to controls: 0 for no effect and ±100 for the full control effect; potency is read from the fitted curve at half-maximal effect. This is a subset (hit frequency here may not be typical).

SMILES	S3 lipid droplet	S3 lipid droplet cell count max
Nc1c(S(=O)(=O)c2cccs2)c2nc3ccccc3nc2n1CC1CCCO1 (configuration not stated)	?	·
COc1ccc2c(c1)C(=O)c1ccccc1CO2	i	23
Cc1ccc(OCc2nnc(NC(=O)c3ccco3)s2)cc1	i	·
CCn1c(=O)cc(SCC(=O)Nc2ccc(C)cn2)c2ccccc21	10%	·
CCOC(=O)c1ccc(NC(=O)NCc2ccccc2OC)cc1	?	·
Cc1cccc(CSc2ccc(S(=O)(=O)N3CCCC3)cn2)c1	-20%	-3
Cc1cccc(/C(N)=N/OC(=O)CCCc2ccccc2)c1	?	·
CC(NC(=O)CSc1ncccc1C(=O)O)C1CC2CCC1C2 (configuration not stated)	-6%	10
CCOC(=O)c1cnn(-c2nc(OC)cc(OC)n2)c1C(F)(F)F	?	·
Cc1nc(COC(=O)c2ccc(CO)cc2)cs1	?	·
Cc1nn(C)c(C)c1CCC(=O)N1CCCC(C(=O)c2cccc(OC(C)C)c2)C1 (configuration not stated)	?	·
Cc1cc(C)cc(OCc2nnc(SCC(=O)c3ccccc3)o2)c1	i	·
CCc1ccc(NC(=O)c2ccc(F)c(S(=O)(=O)N(CC)c3ccccc3)c2)cc1	0%	6
O=C(CSc1c[nH]c2ccccc12)NCC1CCCO1 (configuration not stated)	i	·
O=C(CN1CCN(c2ccccc2O)CC1)Nc1ccc2c(c1)CCC2	-3%	-3
N#Cc1cnc(Nc2ccc(F)cc2)nc1N	?	·
S=C(Nc1ccccc1Cl)N1CCCC(c2ccccc2)=N1	-11%	-17
O=C(Nc1cccc(Cl)c1)C1CCCCC1	?	·
COCc1cc(=O)[nH]c(/N=C(\N)Nc2ccc(Cl)c(Cl)c2)n1	-2%	21
CS(=O)(=O)c1ccc(-c2nnn(CC(N)=O)n2)cc1	?	·
Cc1cc(C(=O)NNC(=O)c2cccc(N(C)C)c2)c(C)o1	12%	·
COc1cc(/C=C2\SC(=Nc3ccccc3)N(CCc3c[nH]c4ccccc34)C2=O)ccc1OC(C)C(=O)O (configuration not stated)	?	·
S=C(NCc1ccncc1)Nc1ccc(Cl)cc1Cl	?	·
O=C(O)/C=C\C(=O)Nc1ccccc1F	19%	-2
COc1cccc2[nH]c3c(N4CCCC(C)C4)ncnc3c12 (configuration not stated)	?	·
CN(C)C(=O)c1ccc(NC(=O)CSc2nc3ccccc3[nH]2)cc1	?	·
Cc1csc(SCCN2C(=O)c3ccccc3C2=O)n1	?	·
Cc1c2c(nc3nc4ccccc4n13)CCCC2=O	-14%	-3
Cn1c(=O)[nH]c(=O)c2c1nc(Br)n2CC(O)COc1ccccc1 (configuration not stated)	?	·
N=c1oc2cc(O)ccc2cc1C(=O)Nc1ccc(F)cc1	?	·

In the list so far, ten have a halogen.
SMILES	S3 lipid droplet	S3 lipid droplet cell count max
CCOC(=O)c1cnn(-c2nc(OC)cc(OC)n2)c1C(F)(F)F	?	·
CCc1ccc(NC(=O)c2ccc(F)c(S(=O)(=O)N(CC)c3ccccc3)c2)cc1	0%	6
N#Cc1cnc(Nc2ccc(F)cc2)nc1N	?	·
S=C(Nc1ccccc1Cl)N1CCCC(c2ccccc2)=N1	-11%	-17
O=C(Nc1cccc(Cl)c1)C1CCCCC1	?	·
COCc1cc(=O)[nH]c(/N=C(\N)Nc2ccc(Cl)c(Cl)c2)n1	-2%	21
S=C(NCc1ccncc1)Nc1ccc(Cl)cc1Cl	?	·
O=C(O)/C=C\C(=O)Nc1ccccc1F	19%	-2
Cn1c(=O)[nH]c(=O)c2c1nc(Br)n2CC(O)COc1ccccc1 (configuration not stated)	?	·
N=c1oc2cc(O)ccc2cc1C(=O)Nc1ccc(F)cc1	?	·

The listing continues.
SMILES	S3 lipid droplet	S3 lipid droplet cell count max
CCS(=O)(=O)N1Cc2ccccc2CC1C(=O)N1CCN(c2ccccc2)CC1 (configuration not stated)	-20%	-16
CCOCc1nnc(NC(=O)CS(=O)(=O)c2ccc(C)cc2)s1	?	·
CC(C)n1c(SCC(=O)N2CCN(C)CC2)nc2c1c(=O)n(C)c(=O)n2C	i	1
O=C(CCCc1ccccc1)NCCC1=CCCCC1	?	·
O=C(NCc1ccco1)c1noc2c1CCCC2	0%	-4
CC(=O)NC(c1ccco1)c1cc(Cl)c2ccc(N3CCCCC3)nc2c1O (configuration not stated)	9%	10
COc1ccccc1CNC(=O)[C@@H](NC(=O)C1CCN(C(=O)[C@@H]2CCCN2)CC1)C(C)C	23%	-1
Cc1cc(Nc2c(C#N)c(N)nn2C)ccc1F	-17%	1
CC(C)(C)NC(=O)c1nn(Cc2ccccc2)c(=O)c2ccccc12	5%	14
CC(=O)N1CCc2cc(S(=O)(=O)CCC(=O)NCc3cccs3)ccc21	5%	-20
COc1ccc(-c2nc(C#N)c(N3CCC(C(N)=O)CC3)o2)cc1OC	-20%	5
N[C@@H](Cc1ccc(O)c(I)c1)C(=O)O	?	·
Cc1ccccc1C(OCCN(C(C)C)C(C)C)c1ccccc1 (configuration not stated)	?	·
CC(C)[C@H](NC(=O)C1CCN(S(=O)(=O)c2ccc(F)cc2)CC1)C(=O)N1CCCC1	?	·
CN(Cc1ccccc1C#N)S(=O)(=O)c1cccs1	?	·
Cc1cc(=O)oc2cc(OCC(=O)NCCCN3CCOCC3)ccc12	?	·
O=C(Nc1cc(S(=O)(=O)N2CCOCC2)ccc1Cl)c1cc2ccccc2o1	?	·
CCOc1ccc(-c2n[nH]c(C)c2-c2ccccn2)c(O)c1	?	·
NC(=O)COc1c(-c2ccco2)oc2ccccc2c1=O	6%	-4
COc1cccc(NC(=O)CCN2C(=O)c3cccc([N+](=O)[O-])c3C2=O)c1	?	·
CCS(=O)(=O)N1CCN(c2ccc([N+](=O)[O-])c(NCc3ccccc3)c2)CC1	-5%	5
N#CCCn1cc(/C=N/N=C2\NC(=O)C(CC(=O)O)S2)c(-c2ccc(F)cc2)n1 (configuration not stated)	?	·
O=S(=O)(NCc1ccco1)c1ccc(Cl)nc1	?	·
O=C(CCCOc1ccc(Cl)cc1)Nc1ccc(N2CCOCC2)cc1	?	·
COc1ccc(NC(=O)CC(c2ccc(F)cc2)c2ccc(OC(C)C)cc2)cc1 (configuration not stated)	?	·
CN(CC(=O)O/N=C(\N)c1cccc([N+](=O)[O-])c1)S(=O)(=O)c1ccccc1	?	·
CCc1cc(OCCCSc2nc(C)cc(=O)[nH]2)ccc1Cl	?	·
CCCc1cc(=O)c2c(O)ccc(OC)c2o1	-8%	-19
O=C(OCc1ccco1)c1cccnc1	-3%	-3
N#C/C(=C/c1cccc(C(F)(F)F)c1)c1nc(CCN2C(=O)c3ccccc3C2=O)cs1	-12%	-9
COc1ccc(NC(=O)c2cc(N3C(=O)C4C5CCC(C5)C4C3=O)ccc2Cl)c(OC)c1 (configuration not stated)	i	·
CCCCN1C(=O)CCC(C(=O)O)C1c1ccc([N+](=O)[O-])cc1 (configuration not stated)	-20%	-7
O=C(OCc1nnc(-c2ccccc2)o1)c1cc(=O)c2ccccc2o1	13%	-7
Cc1csc(C(C#N)C(=O)c2cc3ccccc3o2)n1 (configuration not stated)	-18%	-22
O=C(NCCCN1CCOCC1)c1ccccc1-c1ccccc1	?	·
Cc1ccc(C)c(Cn2nc(-c3ccccc3)ccc2=O)c1	?	·
O=C(Nc1nnc(C2CC2)s1)c1cc(S(=O)(=O)N2CCN(c3ccccc3)CC2)ccc1Cl	-3%	-13
O=C(O)c1ccc(F)c(S(=O)(=O)Nc2ccccc2Cl)c1	?	·
CCOc1ncccc1C(=O)Nc1cccc(-c2nnc3n2CCCCC3)c1	?	·
CCCCC(=O)Nc1ccc(C(=O)Nc2cc(C(F)(F)F)ccc2Cl)cc1	?	·
COc1cc(Cl)ccc1NC(=S)N(CCN1CCOCC1)C1CCN(C(C)=O)CC1	5%	-10
CCc1nn(C(C)C(=O)NCc2cccc(Cl)c2)c(=O)c2cc3occc3n12 (configuration not stated)	?	·
C/C(=N\NC(=O)Cc1cccc2ccccc12)c1ccncc1	?	·
COc1ccc2sc(SCCCS(=O)(=O)O)[n+](CCCS(=O)(=O)[O-])c2c1	5%	9
Nc1cc(=O)[nH]c(=O)n1CCc1ccccc1	i	-21
Cc1nc2ccccc2n1CC(O)COc1ccc(Br)cc1 (configuration not stated)	?	·
Cc1cc(C(=O)OCC(=O)Nc2cc(S(=O)(=O)N3CCOCC3)ccc2Cl)c(C)o1	?	·
COc1ccc(N(C(=O)Cn2nnc3ccccc32)C2(C(=O)NC3CCCC3)CCCCC2)cc1	-1%	0
O=C(CN1CCN(Cc2ccccc2Cl)C1=O)NC1CCCCCC1	?	·
Cc1cc2ncc(S(=O)(=O)C(C)(C)C)c(N)n2n1	?	·
Cc1c(CC(=O)NCCCCCC(=O)O)c(=O)oc2c(C)c3oc4c(c3cc12)CCCC4	?	·
O=C(COC(=O)c1ccccc1C(=O)N1CCN(c2ccccc2)CC1)NCc1ccccc1	?	·
CC(CN1CCOCC1)OC(=O)c1ccc2c(c1)OCCO2 (configuration not stated)	?	·
O=C(CN1C(=O)S/C(=C\c2ccccc2F)C1=O)NC1C=CS(=O)(=O)C1 (configuration not stated)	i	-3
Cc1ccccc1OCC(=O)NC(=S)Nc1ccc(N2CCCC2)cc1	3%	-9
CC(C)NC(=O)c1c2c(nc3ccccc13)CCCC2	8%	4
COc1ccc(N2CCN(S(=O)(=O)c3cc(-c4cc(C)no4)ccc3C(C)C)CC2)cc1	?	·
COc1ccc(C(=O)C2CCCN(C(=O)c3ccc4cc[nH]c4c3)C2)c(C)c1 (configuration not stated)	-14%	0
Cc1csc(NC(=O)c2ccc(Br)s2)n1	-5%	27
Cc1ccc(S(=O)(=O)N2CCN(C(=O)c3ccc(COc4ccccc4)o3)CC2)cc1	?	·

Ordered by the number under S3 lipid droplet cell count max (highest first): 4 of the compounds above
canonical_smiles,S3 lipid droplet cell count max
Cc1csc(NC(=O)c2ccc(Br)s2)n1,27
CC(C)NC(=O)c1c2c(nc3ccccc13)CCCC2,4
O=C(CN1C(=O)S/C(=C\c2ccccc2F)C1=O)NC1C=CS(=O)(=O)C1 (configuration not stated),-3
Cc1ccccc1OCC(=O)NC(=S)Nc1ccc(N2CCCC2)cc1,-9

Other compounds follow:
SMILES	S3 lipid droplet	S3 lipid droplet cell count max
CCCC(C(=O)Nc1ccc2c(C)cc(=O)oc2c1)c1ccccc1 (configuration not stated)	?	·
Cc1ccccc1C1CC(c2cccs2)=NN1S(C)(=O)=O (configuration not stated)	?	·
O=C(COC(=O)Cn1[nH]c(=O)c2ccccc2c1=O)NNC(=O)c1ccc(Br)cc1	?	·
Cc1cc(C)cc(NC(=O)COc2coc(CN3CCc4ccccc4C3)cc2=O)c1	-15%	-22
CSc1nc(Oc2cccc(C(F)(F)F)c2)cc(C(F)(F)F)n1	-11%	-23
CCC1(c2ccccc2)NC(=O)N(Cc2cccc([N+](=O)[O-])c2)C1=O (configuration not stated)	?	·
CCOC(=O)C1=C(C)N=C2c3ccccc3C(=O)C2C1c1ccccc1 (configuration not stated)	?	·
CC(C)Oc1ccc(/C(O)=C2/C(=O)C(=O)N(CCCn3ccnc3)C2c2cccnc2)cc1 (configuration not stated)	-3%	-8
Cc1ccc(C2=NN(C(=O)CCCC(=O)O)C(c3ccco3)C2)cc1 (configuration not stated)	13%	-15
Cc1ccc(OCC(O)Cn2c(=N)n(CCN3CCCCC3)c3ccccc32)cc1 (configuration not stated)	i	·
Cc1cc(N2C(=O)CC(Cc3ccccc3)C2=O)no1 (configuration not stated)	?	·
CC1CC(=O)NN=C1c1ccc(N(C)C)c([N+](=O)[O-])c1 (configuration not stated)	i	·
CCCCn1nc(-c2ccccc2)c2nc3ccccc3nc21	i	27
CC(NC(=O)C1CCCN(S(=O)(=O)c2ccc(-n3cnnn3)cc2)C1)c1ccc(F)cc1 (configuration not stated)	?	·
Fc1cccc(Cl)c1CNCCCSc1ncccn1	-8%	-2
O=C(C[n+]1cc(Br)cc(Br)c1)c1ccc(Cl)cc1	?	·
Cc1onc(-c2ccccc2)c1C(=O)N/N=C(\N)COc1ccc(Cl)cc1	?	·
COc1ccc(NC(=O)CCN=C2NS(=O)(=O)c3ccccc32)cc1S(=O)(=O)N(C)C	?	·
CCC(C(=O)NCc1ccccc1OC)c1ccccc1 (configuration not stated)	?	·
N#Cc1c(/N=C/c2cc3ccccc3s2)sc2c1CCC2	-3%	3
O=C(CNCCC1=CCCCC1)Nc1ccccc1N1CCCCC1	?	·
Cc1ccc(C(=O)N2CCN(c3ccc(NC(=O)CSc4ccc(Cl)cc4)cc3)CC2)cc1	7%	5
COc1ccc(C(=O)NNC(=O)C2(C)CC2(Br)Br)cc1 (configuration not stated)	?	·
COc1ccc(/C=N/NC(=O)CNC(=O)c2ccc(S(=O)(=O)N3CCCC3)cc2)c(OC)c1	5%	7
COc1cccc(CNc2ncc(C(=O)Nc3cc(OC)c(OC)c(OC)c3)c(C)n2)c1	7%	-12
Cc1cc(C)n(C(=O)c2ccc(S(=O)(=O)N3CCCC3)cc2)n1	?	·
COc1nnc(-c2ccc(N3CCOCC3)c(NC(=O)C3CCCCC3)c2)c2ccccc12	-2%	-2
O=[N+]([O-])c1ccc(NC(=S)NCC(c2cccnc2)N2CCOCC2)cc1 (configuration not stated)	0%	·

Screening results: PubChem, National Center for Advancing Translational Sciences (NCATS)
